# N-glyco inh: increase of ERlucT glycosylation luciferase signal, primary screen, N-linked glycosylation inhibitor project, D54 ERlucT cells, luminescence, set 2 | AID 588692, 2011 | D54 ERlucT glycosylation luciferase reporter, 24 h; percent of 100 nM tunicamycin response | 360,000 tested, 0.23% active | reporter increase, % at 12.5 µM;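 active = mean luciferase reporter signal, scaled so untreated is 0 and the glycosylation-blocking control 100, at or above a set limit in every replicate; inconclusive = mean reaches the limit but not every replicate does; inactive = mean below the limit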;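 also: luciferase carries N-glycosylation sites so blocking glycosylation raises the light; 0% = median of neutral control wells and 100% = median of 100 nM tunicamycin wells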
# TLR9-MyD88 block: inhibitors of TLR9-MyD88 association in cells, primary screen, cell-based, CHO, BLA complementation, fluorescence. Toll-like receptor 9 (Homo sapiens) + Myeloid differentiation primary response protein …. CCF4 FRET ratio. inhibition, % at 4.98 µM. 340,000 tested, 0.21% active. AID 504734, 2011;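 active = inhibition above the mean over all tested compounds plus 3 SD, cut at about 21% in these data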;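 also: 0% = DMSO only wells and 100% = clavulanate BLA inhibitor control wells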
# Target sequence (Q99836 whole entry, looked up): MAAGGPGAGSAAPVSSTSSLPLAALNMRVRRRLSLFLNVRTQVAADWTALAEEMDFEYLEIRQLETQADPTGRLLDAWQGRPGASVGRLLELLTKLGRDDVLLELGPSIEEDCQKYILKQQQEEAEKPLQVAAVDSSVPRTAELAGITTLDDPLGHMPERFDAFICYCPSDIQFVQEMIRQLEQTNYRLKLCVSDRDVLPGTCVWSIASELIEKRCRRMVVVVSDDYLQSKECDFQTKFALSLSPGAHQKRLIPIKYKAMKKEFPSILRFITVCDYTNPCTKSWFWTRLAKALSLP
# Target sequence (Q9NR96 whole entry, looked up): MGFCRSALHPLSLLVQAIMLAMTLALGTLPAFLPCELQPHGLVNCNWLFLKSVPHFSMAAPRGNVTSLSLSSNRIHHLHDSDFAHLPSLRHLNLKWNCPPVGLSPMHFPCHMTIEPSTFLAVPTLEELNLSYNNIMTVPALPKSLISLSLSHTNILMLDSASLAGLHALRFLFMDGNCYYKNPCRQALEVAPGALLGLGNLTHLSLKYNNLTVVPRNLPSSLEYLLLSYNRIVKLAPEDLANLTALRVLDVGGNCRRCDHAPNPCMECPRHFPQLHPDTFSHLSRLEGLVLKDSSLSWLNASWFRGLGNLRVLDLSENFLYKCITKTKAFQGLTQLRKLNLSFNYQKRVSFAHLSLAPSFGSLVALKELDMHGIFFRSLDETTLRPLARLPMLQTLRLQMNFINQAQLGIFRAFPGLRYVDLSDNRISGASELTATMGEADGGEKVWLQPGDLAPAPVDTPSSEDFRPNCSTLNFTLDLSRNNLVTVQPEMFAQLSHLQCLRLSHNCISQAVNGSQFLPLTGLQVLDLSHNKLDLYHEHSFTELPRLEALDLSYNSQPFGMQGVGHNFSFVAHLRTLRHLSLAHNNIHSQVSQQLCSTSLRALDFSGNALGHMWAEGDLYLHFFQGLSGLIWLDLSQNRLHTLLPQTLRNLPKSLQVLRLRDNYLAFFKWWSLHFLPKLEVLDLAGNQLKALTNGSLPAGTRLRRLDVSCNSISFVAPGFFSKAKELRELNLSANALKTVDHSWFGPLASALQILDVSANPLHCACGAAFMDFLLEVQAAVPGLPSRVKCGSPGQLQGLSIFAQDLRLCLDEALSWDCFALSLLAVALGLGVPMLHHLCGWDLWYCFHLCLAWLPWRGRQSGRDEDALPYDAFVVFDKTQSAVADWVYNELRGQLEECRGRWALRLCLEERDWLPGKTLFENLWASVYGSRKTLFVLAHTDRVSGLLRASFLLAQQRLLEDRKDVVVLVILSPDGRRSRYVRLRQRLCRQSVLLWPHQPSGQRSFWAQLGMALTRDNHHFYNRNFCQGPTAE
# Vif imaging: HIV Vif self-association inhibitors, primary screen, imaging, HEK293T, single point. HEK293T cells, Vif self-association by quenched fluorescence, 24 h. 340,000 tested, 0.35% active. inhibition, % at 7.49 µM; in the data active = inhibition above about 50%, passing the limit was not always enough; inconclusive = no clear call, values can overlap the other calls; inactive = below about 31%; also: some results filed as inactive read as strong as hits
# NOD2-RIPK2 inh: NOD2-RIPK2 binding disruptors in cells, primary screen, fluorescence, CHO cells, BLA complementation; Receptor-interacting serine/threonine-protein kinase 2 (Homo sapiens), O43353; CCF4 ratio; inhibition, % at 4.98 µM; 360,000 tested, 0.38% active; in the data active = inhibition above about 21%;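 also: 0% = vehicle only and 100% = reference blocker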
# ABCB6 inh MLPCN: ABCB6 transporter inhibitors, primary screen, K562-ABCB6 cells, flow cytometry, MLPCN library; AID 602162, 2011; ATP-binding cassette sub-family B member 6 (Homo sapiens), Q9NP58; K562-ABCB6 porphyrin accumulation, 1 h; hits give low values; fluorescence ratio to DMSO, % at 10 µM; 360,000 tested, 0.19% active;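 active = fluorescence ratio to DMSO below 75%, the collection mean minus 3 SD; inconclusive = too few cells collected in the well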;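 also: signal is porphyrin accumulated inside mitochondria; 100% equals median channel fluorescence of DMSO control wells; lower ratio means ABCB6 inhibition with less porphyrin fluorescence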
# ABHD5 PLIN5 PPI: ABHD5-PLIN5 interaction inhibitors, primary screen, cell lysate, split luciferase complementation, luminescence; Perilipin-5 (Homo sapiens) + 1-acylglycerol-3-phosphate O-acyltransferase ABHD5 (Homo …; Split G. princeps luciferase complementation, 4 h; inhibition, % at 4 µM; 360,000 tested, 0.78% active; AID 602281, 2012;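 active = inhibition above the mean inhibition across every tested compound plus 3 SD, cut at about 22% in these data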;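 also: 0% = DMSO only wells and the 100% control is not disclosed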
# MC4R antagonist: MC4R antagonists of cAMP signaling, primary screen, cell-based, TR-FRET, antagonist arm of biased-ligand search. MC4R-expressing cells, MTII-stimulated cAMP, LANCE TR-FRET. 360,000 tested, 0.48% active. inhibition, % at 6.5 µM;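 active = inhibition above its plate's cutoff, the mean of tested wells on that plate plus 3 SD, cut at about 29% in these data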;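 also: 0% = Melanotan II alone and 100% = Melanotan II plus saturating MCL0020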
#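 Test system: U2OS cells stably expressing human melanocortin 4 receptor (MC4R); also added: Melanotan II challenge; compound: 6.5 µM single dose; timing: 30-min compound preincubation, 1-h Melanotan II challenge, 1-h detection, room temperature; signal: Eu-cAMP/anti-cAMP TR-FRET, emission 671 nm; repeats: one well per compound, no replicates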
# MC4R barr agon: MC4R agonists recruiting beta-arrestin, primary screen, cell-based, luminescence, agonist arm of biased-ligand search | U2OS MC4R beta-arrestin complementation; percent of melanotan II response, DMSO zero | 360,000 tested, 0.98% active | activation, % at 8.9 µM;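 active = activation above a per-plate cutoff, the mean activation of sample wells on that plate plus 3 SD, cut at about 8% in these data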
# aDG glyco up: activators of alpha-DG glycosylation, primary screen, uHTS, Pro5-aDG cells, AlphaScreen. 360,000 tested, 0.22% active. AID 624168, 2012. activation, % at 10 µM. alpha-DG glycosylation AlphaScreen (IIH6); 0% Pro5, 100% B10-LARGE cell signal;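 active = activation of at least 8% versus controls, or a plate z-score of at least 8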;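 also: Pro5 are CHO cells carrying HIG-tagged alpha-DG that lacks glycosylation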
# Exocytosis inh: LAMP-1 surface exposure blockers, TALL-104 cells – cell-based, flow cytometry, MLPCN library, primary screen; inhibition, % at 10 µM; 360,000 tested, 0.66% active; AID 651702, 2012; TALL-104 LAMP-1 surface exposure; cells stimulated with thapsigargin and PMA;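 active = inhibition above about 55%, limit read from the data; inconclusive = no clear call, values can overlap the other calls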
# The depositor's hits bear a star; ? = inconclusive; . = no result given; & = joins results of further samples. This is a subset, so the mix of outcomes need not match the whole.
# The line under a structure holds: N-glyco inh	TLR9-MyD88 block	Vif imaging	NOD2-RIPK2 inh	ABCB6 inh MLPCN	ABHD5 PLIN5 PPI	MC4R antagonist	MC4R barr agon	aDG glyco up	Exocytosis inh
> CCn1cc(C(=O)Nc2ccc(C)c([N+](=O)[O-])c2)cn1
  1	9	6	-8	97	0	12	1.5	-0.4	1
> CCCCNC(=O)C(=O)NCCCn1ccnc1
  1	1	7	-7	97	-5	2	-0.4	-0.3	2
> COc1ccccc1CN(C)c1nnnn1-c1ccccc1
  0	4	10	-3	98	-3	4	-1.0	0.1	0
> COC(=O)c1sc2cc(C(F)(F)F)cnc2c1-c1cccnc1
  2	2	4	-3	90	-5	-1	0.5	0.0	-1
> CCOc1ccc2nc(CN3CCN(Cc4ccsc4)C(CCO)C3)ccc2c1 (stereo unspecified)
  1	7	-14	3	99	9	-5	-0.4	0.1	-1
> CCOC(=O)C1CCN(CC(O)COc2ccc(C(C)=O)cc2)CC1 (stereo unspecified)
  6	0	23	-2	97	2	2	-0.8	-0.1	-7
> Cc1ccccc1-n1nc(C)c2cc(C(=O)N3CCOCC3)sc21
  -2	-6	-8	-2	97	0	-9	0.4	-0.2	0
> Nc1nc(C23CC4CC(CC(C4)C2)C3)cs1
  3	3	-1	-1	99	2	0	0.8	-0.1	-2
> Cc1cc2c(cc1S(=O)(=O)NCc1ccc(Cl)cc1)OCC(=O)N2
  -2	2	.	3	97	6	-3	1.4	0.0	0
> CCCCCCCOc1ccc(C(=O)Nc2cccnc2)cc1
  7	1	-4	1	94	1	16	3.1	0.3	-11
> CC(=O)c1ccc(NC(=O)CS(=O)(=O)c2cn(CC(=O)N3CCOCC3)c3ccccc23)cc1
  1	-1	-1	3	92	3	4	-3.4	-0.1	2
> COc1ccc2ncc(S(=O)(=O)c3ccccc3)c(N3CCN(c4ccccc4)CC3)c2c1
  -5	-5	3	-8	91	-3	5	-0.8	1.3	-2
> CN(C)Cc1nc2ccccc2c(=O)n1Cc1nc(C(C)(C)C)cs1
  0	-16	-8	6	86	-2	-3	-0.2	-0.1	3
> COc1ccc(NS(=O)(=O)c2ccc3nc(COc4ccc5ccccc5c4)[nH]c3c2)cc1
  -5	-1	4	-6	96	1	12	2.1	1.7	5
> C#Cc1ccc([C@@H]2C=C(C(=O)NC3CC3)O[C@H](OCc3ccc(CO)cc3)C2)cc1
  -1	-4	-1	2	93	3	1	-1.8	-0.3	1
> COc1ccc(Br)cc1CN1CCCCCCC1
  0	-4	0	-15	100	7	20	-1.5	0.6	0
> CCCN(CCC)CCNC(=O)C1CCCN(S(=O)(=O)c2ccc3c(c2)oc(=O)n3C)C1 (stereo unspecified)
  2	-4	5	-5	96	0	-7	-2.0	0.0	0
> CC(C)(C)c1ccc2c(c1)OC(C(=O)N/N=C\c1ccc[nH]1)CO2 (stereo unspecified)
  0	6	-20	3	98	-6	11	11*	-0.5	-2
> CC(CN1CCCC1)OC(=O)c1ccc(Cl)cc1Cl (stereo unspecified)
  0	0	4	-2	101	4	20	-0.1	-0.1	-9
> Brc1ccc(C[n+]2ccccc2)cc1
  2	0	-14	1	99	3	-6	-2.1	0.2	-2
> CCOc1ccc(OCC)c(NC(=O)C2CCCN(S(=O)(=O)c3c(C)noc3C)C2)c1 (stereo unspecified)
  3	3	?	-9	103	0	1	-0.1	0.3	14
> CCC(C)C(NC(=O)OC(C)(C)C)C(=O)NC(C(=O)N1CCCC1C(N)=O)C(C)CC (stereo unspecified)
  2	-4	3	-8	103	0	5	-0.8	-0.1	-1
> Cc1c(C(=O)N(C)c2ccc(Cl)cc2)cnn1-c1ccccc1
  4	-5	-3	3	99	4	14	-0.3	-0.1	-6
> CCCOc1ccc(N2C(=O)CC(N3CCN(C(=O)c4ccco4)CC3)C2=O)cc1 (stereo unspecified)
  2	-4	-7	4	102	0	28	-1.7	-0.1	-7
> CCOC(=O)c1ccc(NS(=O)(=O)c2cc3c(cc2C)NC(=O)CO3)cc1
  -4	-9	19	-2	98	-5	-3	-3.0	0.1	6
> COc1cc([N+](=O)[O-])cc2sc(NC(=O)c3c(F)cccc3F)nc12
  6	-1	-10	1	88	4	4	-2.9	-0.3	-1
> O=C(Nc1cccc(Cl)c1)Nc1ccccc1-n1ccnc1
  -1	-21	-4	-12	102	2	18	0.6	-0.1	-1
> COc1ccc(C(=O)Nn2cnc3scc(-c4cccs4)c3c2=O)c(O)c1
  0	-10	-8	8	102	3	11	1.0	-0.2	0
> O=C(NOCc1ccccc1)c1ccccc1
  -12	7&0	-3	4	99	7	9	-2.2	-0.1	4
> COc1cccc2sc(N3CCN(c4nc5ccccc5s4)CC3)nc12
  3	-10	2	-8	94	3	4	-2.9	-0.1	2
> Cc1cc(C(=O)OCC(=O)Nc2ccc(S(=O)(=O)N3CCOCC3)cc2)c(C)o1
  0	-1	.	-17	89	-15	8	-2.3	-0.2	-4
> CCC1=NN(C(=O)c2ccccc2O)C(O)(c2ccccc2)C1 (stereo unspecified)
  -4	2	-8	-8	99	-2	11	0.6	0.0	-2
> CC1(C(=O)NS(=O)(=O)c2cccc(OC(F)F)c2)CCN1C(=O)C1CCCCC1 (stereo unspecified)
  -2	.	10	-5	101	2	7	1.6	0.7	2
> O=C(C1CCC1)N1CCc2cc(S(=O)(=O)NC3CCCC3)ccc21
  -2	-1	2	-10	91	-5	-3	-1.1	0.5	1
> COc1cc(OC)cc(C(=O)Nc2ccccc2N2CCOCC2)c1
  4	-3	0	-7	97	1	8	-1.6	0.3	-1
> CCCCCN(C(=O)CCC(=O)OCC(=O)N(CC)c1ccccc1)c1c(N)n(CCCC)c(=O)[nH]c1=O
  1	-9	-15	-8	100	-6	-3	-1.2	0.0	-4
> O=C(Nc1nnc(Cc2ccc(Cl)cc2)s1)c1ccncc1
  2	.	-3	-8	99	8	11	-0.7	0.0	2
> CC(C)C[C@H](NC(=O)c1[nH]cnc1C(=O)Nc1ccc(Cl)cc1)C(=O)OC(C)(C)C
  -2	-2	-6	-6	100	-18	-2	1.3	0.1	-1
> O=C(COc1ncnc2sccc12)NC1CCS(=O)(=O)C1 (stereo unspecified)
  2	4	3	2	98	1	3	0.9	-0.1	-6
> C=CCNc1ncnc2c1ncn2[C@H]1CN(Cc2ccc(-c3ccccc3)cc2)C[C@@H](CO)O1
  -3	.	-18	-1	99	-13	8	-1.0	1.4	2

# One compound at a time, as listed above. Order of screens: N-glyco inh, TLR9-MyD88 block, Vif imaging, NOD2-RIPK2 inh, ABCB6 inh MLPCN, ABHD5 PLIN5 PPI, MC4R antagonist, MC4R barr agon, aDG glyco up, Exocytosis inh
# Record of COc1cc([N+](=O)[O-])cc2sc(NC(=O)c3c(F)cccc3F)nc12 → 6, -1, -10, 1, 88, 4, 4, -2.9, -0.3, -1
# Record of CC1(C(=O)NS(=O)(=O)c2cccc(OC(F)F)c2)CCN1C(=O)C1CCCCC1 (stereo unspecified) → -2, ., 10, -5, 101, 2, 7, 1.6, 0.7, 2

# The list goes on:
# The line under a structure holds: N-glyco inh	TLR9-MyD88 block	Vif imaging	NOD2-RIPK2 inh	ABCB6 inh MLPCN	ABHD5 PLIN5 PPI	MC4R antagonist	MC4R barr agon	aDG glyco up	Exocytosis inh
> Cc1ccc(/C=C/S(=O)(=O)NCC(=O)O)cc1
  1	10	1	3	95	2	4	-0.7	0.0	-5
> O=C(COc1ccc(-c2nnco2)cc1)Nc1cc([N+](=O)[O-])ccc1F
  7	-11	9	8	101	-7	0	-1.2	0.3	-4
> CC(=O)OCC1=C(C(=O)O)N2C(=O)C(NC(=O)CCn3nc(C)c(Cl)c3C)C2SC1 (stereo unspecified)
  2	-9	7	-2	103	16	4	-2.2	0.0	-1
> Cc1ccc(C(=O)Nc2ccccc2N2CCOCC2)cc1S(=O)(=O)N1CCOCC1
  2	3	-5	-3	90	-3	9	-3.2	0.3	6
> COc1ccc(CCNC(=O)c2ccc3c(c2)OCCO3)cc1
  -1	7	-2	-12	98	-5	3	1.0	-0.1	-2
> O=C(Nc1ccc(F)cc1)C(c1ccccc1)N1CCN(S(=O)(=O)c2ccccc2)CC1 (stereo unspecified)
  -6	-12	.	-2	85	-3	9	-1.8	0.2	0
> Cc1nn(C2CCS(=O)(=O)C2)c(C)c1CN(C)C(=O)c1ccc(F)cc1 (stereo unspecified)
  3	-1	8	-13	97	8	-7	2.7	0.2	-3
> O=C(COC(=O)C1CCN(S(=O)(=O)c2cccs2)CC1)c1cc2ccccc2o1
  0	6	-3	11	85	3	-4	1.1	-0.1	-2
> Cc1ccc(C)c(N2N=C(C(=O)Nc3ccc(S(=O)(=O)N4CCCC4)cc3)CCC2=O)c1
  -3	-8	23	1	100	1	26	0.4	0.0	2
> Cc1ccc(OCCCCn2ccnc2)c([N+](=O)[O-])c1
  2	-8	4	-3	95	-3	3	-1.4	0.8	13
> Cc1ccc(C)c(S(=O)(=O)N2CCN(CC(=O)NC(=O)NCc3ccco3)CC2)c1
  0	-10	-5	-10	91	3	-4	3.4	-0.3	0
> CN(CCCC1CCCC1)C(=O)CCc1nnc(-c2ccccc2)o1
  -3	-14	-7	10	104	1	-1	-4.5	-0.1	2
> Nc1nc(CN2CCN(c3ccc(F)cc3)CC2)nc(N2CCCc3ccccc32)n1
  0	-2	-12	-2	101	1	5	-1.1	-0.2	18
> COc1cc(/C=C2\CCC/C(=C\c3ccc(O)c(OC)c3)C2=O)ccc1O
  ?	-2	12	4	99	10	13	30*	0.2	16
> CN(CC(=O)NC(=O)NCc1ccccc1)Cc1ccc(Cl)cc1
  -1	3	3	-5	97	-2	0	-1.2	-0.1	2
> COCCn1c(=O)[nH]c2cc(C(=O)NCCN3CCN(c4ccc(OC)cc4)CC3)ccc2c1=O
  0	-18	-6	3	103	1	4	1.1	0.0	-3
> COc1ccc(Cl)cc1NC(=O)C(C)OC(=O)C1=NNC(=O)CC1 (stereo unspecified)
  1	1	-13	-8	104	11	6	2.0	0.0	-2
> O=C(Cn1cnc2sc3c(c2c1=O)CCCC3)NCC(=O)Nc1ccc(F)cc1F
  2	2	-5	-4	98	-5	14	-0.7	0.1	-15
> CCN(CC(=O)Nc1ccc(OC)c(OC)c1)S(=O)(=O)c1ccc(C)cc1
  -7	-7	0	6	108	10	13	-2.3	0.7	-2
> COc1ccc(C2C(C#N)=C(N)N(Nc3ccccc3)C3=C2C(=O)CC(C)(C)C3)cc1C (stereo unspecified)
  6	-1	?	4	100	5	2	4.9	0.0	9
